Compound activity (PubChem BioAssay)
Mot1-301 SUMO: SUMOylation pathway inhibition by Mot1-301 growth rescue; AID 2716; actives 1% (n = 320,000); growth rescue, % at 18.8 µM; S. cerevisiae Mot1-301 growth rescue, ATP luminescence, 38.5C; percent above DMSO median, 100 means doubled;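 active = every valid replicate shows activation above 250% relative to neutral control wells; inactive = the rest, any valid replicate at or below 250%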;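 note: OY570 slx delta 5 strain wells were the positive control but not used for scaling; some compounds called inactive have numbers as strong as hits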
Arrestin-AP2 inh: inhibitors of human beta-arrestin and AP2 interaction | FITC-arrestin peptide / GST-AP2 beads, flow cytometry; AP2 beta2 appendage carries R879A mutation | inhibition, % at 10 µM | actives 0.31% (n = 340,000) | AID 504490;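 active = inhibition above a set limit, near 3 SD of compounds lacking own fluorescence, cut at about 54% in these data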;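 note: plate controls were DMSO wells for no effect and 5 µM unlabelled arrestin peptide for full effect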
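System: GST-tagged AP2 beta2-adaptin appendage (R879A) on 4 µm glutathione beads / Reagent: FITC-arrestin peptide, 50 nM / Detection: HyperCyt-sampled flow cytometry, FL1 channel, ex 488/em 535 nm / Timing: 12 min plus 1 h, RT / Buffer or medium: PBS plus Tween 20 (0.05%) and BSA (0.1%)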
PKA-R2B act: activators of human PKA-R2B complex; P22694+P31323; PKA-R2B holoenzyme dissociation, Cy5-IP20 fluorescence polarization; R2B truncated from residue 108, S112A mutant; 0% DMSO only, 100% 113 µM cGMP; activation, % at 11.4 µM; actives 0.079% (n = 340,000); AID 504700;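 active = activation above a cutoff set at the mean over all compounds plus 3 SD, cut at about 18% in these data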;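 note: higher means more holoenzyme dissociation and a rise in polarization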
Target sequence (P31323 whole entry, looked up, other chains not shown, the tested form may be a part): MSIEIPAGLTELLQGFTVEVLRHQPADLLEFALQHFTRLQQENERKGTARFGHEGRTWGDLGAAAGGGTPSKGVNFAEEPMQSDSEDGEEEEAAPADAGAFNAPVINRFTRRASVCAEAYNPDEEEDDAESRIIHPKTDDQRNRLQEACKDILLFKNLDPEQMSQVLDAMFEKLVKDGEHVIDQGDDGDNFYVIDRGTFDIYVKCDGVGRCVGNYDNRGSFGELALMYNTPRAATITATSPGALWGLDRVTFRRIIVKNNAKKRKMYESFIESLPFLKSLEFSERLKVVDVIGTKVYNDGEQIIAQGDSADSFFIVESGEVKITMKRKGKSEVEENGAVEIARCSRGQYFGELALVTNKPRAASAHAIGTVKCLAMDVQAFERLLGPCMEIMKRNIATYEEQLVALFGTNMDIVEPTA
NSD2 HMT inh: NSD2 (human) methyltransferase inhibition | actives 0.54% (n = 310,000) | inhibition, % at 12.5 µM | NSD2 peptide methylation, AlphaScreen, 120 min | O96028; in the data active = inhibition above about 50%
SR-BI HDL uptake: inhibitors of mouse SR-BI mediated HDL lipid uptake; Q61009; ldlA[mSR-BI] CHO cells, DiI-HDL uptake fluorescence, 3 h; inhibition, % at 12.5 µM; actives 0.96% (n = 320,000); AID 488896;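 active = mean replicate inhibition of at least 70% and a set share of replicates each scoring 70 or more; inconclusive = meets just one of the two criteria; inactive = fails both criteria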;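 note: 0% = median of neutral control wells and 100% = median of positive control wells; values of inactives mirror those of a sister screen read the other way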
MITF act: increases MITF-driven TRPM1 promoter luciferase signal; SK-MEL-5 TRPM1-promoter luciferase, 24 h; % of positive control, neutral wells = 0; activation, % at 12.5 µM; actives 0.75% (n = 300,000); AID 588334;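 active = mean activation of at least 80% with every replicate also reaching 80%; inconclusive = mean reaches 80% but some replicate falls short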;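 note: 0% = neutral control wells and 100% = parthenolide positive control wells; values of inactives mirror those of a sister screen read the other way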
SR-BI uptake up: SR-BI HDL lipid transfer activation; CHO ldlA[mSR-BI] cells, DiI-HDL uptake fluorescence, 3 h; 100 = double the neutral-control signal; activation, % at 12.5 µM; actives 0.096% (n = 320,000);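 active = mean replicate activation of at least 60% and every replicate at or above 60%; inconclusive = mean or all-replicate condition met, but not both; inactive = mean below 60% and not all replicates reaching 60%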;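 note: 0% = median plate neutral-control signal and 100% = twice that signal; values of inactives mirror those of a sister screen read the other way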
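Test system: SR-BI-overexpressing, LDLR-lacking CHO cells; Medium: Ham's F12 with 0.5% BSA, HEPES 25 mM, pH 7.4; Schedule: 3 h, 37 °C; Technique: bottom-read fluorescence, 550/595 nm.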
CDK5 inh: CDK5/p35 (human) kinase inhibition; Recombinant CDK5/p35, ADP-Glo luminescence, 60 min; inhibition, % at 10 µM; actives 0.01% (n = 330,000); AID 488839;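 active = highest replicate inhibition of at least 50% and at least 75% of replicates reaching 50%; inconclusive = only one of the two criteria met; inactive = both criteria failed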;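 note: plate controls were DMSO neutral control for no effect and GW8510 at 10 µM for full effect; many of its hits are not listed in these tables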
DSG3 Ab inh: human desmoglein-3 autoantibody binding inhibition; actives 0.48% (n = 310,000); DSG3-coupled beads, scFv-anti-DSG3-GFP binding, flow cytometry; hits give low values; AID 588358; P32926; binding (percent of control), % at 10 µM;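 active = binding more than 3 SD below its plate's average and above zero; inconclusive = below that plate limit but binding exactly zero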;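 note: hits lower antibody fragment binding to DSG3; some compounds called inactive have numbers as strong as hits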
dFosB act: activators of mouse delta FosB homodimer. P13346. purified delta FosB, TAMRA-CDK5 oligo fluorescence polarization; percent of positive-control signal above neutral wells. activation, % at 25 µM. actives 0.99% (n = 340,000). AID 493131;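 active = mean activation above about 17%, with every replicate also reaching it, limit read from the data, passing the limit was not always enough; inconclusive = only one of the two conditions met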;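 note: fluorescence polarization rise as delta FosB binds a TAMRA Cdk5 AP-1 oligo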
Target sequence (P13346 whole entry, looked up): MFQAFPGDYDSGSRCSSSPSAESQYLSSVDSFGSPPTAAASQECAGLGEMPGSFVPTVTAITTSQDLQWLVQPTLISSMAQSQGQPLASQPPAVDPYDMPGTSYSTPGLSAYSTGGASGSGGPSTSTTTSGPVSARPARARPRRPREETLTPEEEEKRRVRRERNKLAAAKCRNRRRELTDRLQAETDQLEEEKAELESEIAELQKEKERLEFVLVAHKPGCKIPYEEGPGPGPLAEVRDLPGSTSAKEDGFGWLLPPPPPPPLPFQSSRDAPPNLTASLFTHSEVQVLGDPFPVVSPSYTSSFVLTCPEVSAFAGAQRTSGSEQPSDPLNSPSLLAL
PKA-R1A activ: PKA-R1A complex activation; actives 0.083% (n = 340,000); activation, % at 11.4 µM; AID 504707; PKA-R1A dissociation, Cy5-IP20 fluorescence polarization; scaled: DMSO 0%, 113 µM cGMP 100%;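 active = percent activation above the mean of all tested compounds plus 3 SD, cut at about 19% in these data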;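 note: higher means more PKAc released from R1A so a rise in polarization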
Numbers without * were called inactive; ? = inconclusive; . = no result given. Random draw from the library (roughly 4.7% active in at least one column).

SMILES	Mot1-301 SUMO	Arrestin-AP2 inh	PKA-R2B act	NSD2 HMT inh	SR-BI HDL uptake	MITF act	SR-BI uptake up	CDK5 inh	DSG3 Ab inh	dFosB act	PKA-R1A activ
CC(=O)Nc1cccc(-c2csc(Nc3cc(C)ccn3)n2)c1	154	0	-13	3	54	36	-54	7.4	99	1	-3
Cc1ccc2[nH]c(C(=O)N3CCN(C=O)CC3)cc2c1	5	-9	13	-1	1	1	-1	0.4	98	-6	2
CCO[C@H]1OC(C(=O)N2CCCCCCC2)=C[C@@H](c2ccccc2)[C@@H]1CCCO	4	-2	1	.	9	7	-9	-0.8	100	3	-9
Oc1cc(-n2cccn2)c(O)cc1-n1cccn1	-12	-2	0	0	2	-7	-2	-0.7	86	-2	-3
C[N+]1(CCCOC(=O)C2(c3ccccc3)CCCC2)CCOCC1	4	4	-10	0	-21	-4	21	1.7	185	-3	-3
Cc1ccc(OCCCCCCN2CCNCC2)c(Br)c1	0	43	-3	12	22	.	-22	-3.2	104	23*	1
O=C(Cn1c(=O)n(CCCC(=O)NC2CCCC2)c(=O)c2ccccc21)NCCC1=CCCCC1	210	7	-3	1	3	-13	-3	0.3	97	-8	0
Cc1ccc(NC(=O)C(C)Sc2nnc(C)n2CC2CCCO2)cc1 (stereo not drawn)	.	-15	-4	0	-12	9	12	-1.2	104	6	-16
Cc1ccc2oc3ccccc3c(=O)c2c1	.	-9	2	.	9	101*	-9	-0.7	103	-15	-10
COc1ccc(S(=O)(=O)N2CCC(C(=O)NCCc3ccccc3)CC2)cc1	11	-7	-5	-1	28	.	-28	1.5	110	-4	-17
CCOC(=O)c1c(C)[nH]c(C(=O)COC(=O)COc2ccc(OC)cc2)c1C	-9	-7	-2	-3	-6	-13	6	1.0	88	-4	-4
COc1ccc(C2CC(c3ccccc3)Nc3nc(NC(=O)c4ccco4)nn32)cc1 (stereo not drawn)	-9	0	6	11	-1	0	1	-1.9	110	0	-10
CC1CCCC(C)N1C(=O)CSc1nc2c(c(=O)n(C)c(=O)n2C)n1C (stereo not drawn)	-19	24	6	.	-5	-1	5	2.9	.	-1	2
COc1cccc2c1OC1(C)CC2N(C(=O)c2ccco2)C(=S)N1c1ccc(F)cc1 (stereo not drawn)	-12	1	-1	.	-31	.	31	-0.2	111	2	-14
O=C(Cn1c(CO)nc2ccccc21)NCc1ccc2c(c1)OCO2	-9	1	2	-3	.	-2	.	0.9	101	-15	-2
CCCCC1CCC(C(=O)OCC(=O)N(CCOC)c2c(N)n(Cc3ccccc3)c(=O)[nH]c2=O)CC1 (stereo not drawn)	17	-5	-15	1	1	7	-1	0.6	103	3	4
Cc1cccc(/C=N/NC(=O)C2CCCNC2=O)c1 (stereo not drawn)	-8	-5	7	-2	-38	-14	38	1.6	91	-2	-10
C/C(=N/Nc1nc(C)cc(-c2ccccc2)n1)c1ccco1	-4	-8	-3	2	27	46	-27	-1.4	122	-13	-2
O=C(c1cccnc1)N(Cc1ccccc1)c1ccccc1	-21	1	-1	-5	-8	-11	8	-0.4	92	-2	-1
COC(=O)c1nc2n(n1)C(c1ccc(OC)c(OC)c1)C(C(=O)OC1CCCCC1)=C(C)N2 (stereo not drawn)	0	2	4	2	-13	.	13	3.1	.	-9	1

Arranged by molar mass (smallest number first): part of the list above.
SMILES	Mot1-301 SUMO	Arrestin-AP2 inh	PKA-R2B act	NSD2 HMT inh	SR-BI HDL uptake	MITF act	SR-BI uptake up	CDK5 inh	DSG3 Ab inh	dFosB act	PKA-R1A activ
Cc1ccc2oc3ccccc3c(=O)c2c1	.	-9	2	.	9	101*	-9	-0.7	103	-15	-10
Cc1ccc(OCCCCCCN2CCNCC2)c(Br)c1	0	43	-3	12	22	.	-22	-3.2	104	23*	1
Cc1ccc(NC(=O)C(C)Sc2nnc(C)n2CC2CCCO2)cc1 (stereo not drawn)	.	-15	-4	0	-12	9	12	-1.2	104	6	-16

The list continues:
SMILES	Mot1-301 SUMO	Arrestin-AP2 inh	PKA-R2B act	NSD2 HMT inh	SR-BI HDL uptake	MITF act	SR-BI uptake up	CDK5 inh	DSG3 Ab inh	dFosB act	PKA-R1A activ
O=C(CCN1C(=O)c2ccccc2C1=O)NC(=S)Nc1cccc(Cl)c1	569	13	-9	10	-1	-1	1	0.3	70	-2	-8
O=C(NNC(=O)c1ccco1)c1ccccc1	.	-3	-5	-4	27	17	-27	0.5	107	2	-1
CCOC(=O)c1nnsc1N	4	28	1	0	-2	.	2	-2.7	107	-1	-7
O=c1cc(CSc2ccccc2)[nH]c(=S)[nH]1	-17	4	2	-4	-9	6	9	0.3	.	-3	7
CN1CCN(C2=C(Cl)C(=O)N(CCc3ccccc3)C2=O)CC1	339	4	5	2	-2	60	2	-0.1	.	-9	-4
COc1ccc(-c2cn(Cc3ccc(C(N)=O)cc3)c(-c3ccncc3)n2)cc1	-7	17	-10	.	9	106*	-9	1.6	108	-4	3
COc1ccc(-c2cc(=O)oc3cc(OC(C)C(=O)NCC4CCC(C(=O)O)CC4)ccc23)cc1 (stereo not drawn)	-12	23	0	.	-4	-11	4	-1.6	104	3	10
CCCCNC(=S)NNC(=O)CCn1cc(C)cn1	16	-5	-11	-3	2	-5	-2	0.0	103	-3	-7
Cc1ccc([N+](=O)[O-])cc1NC(=O)Cc1ccc(F)cc1	-25	-3	-1	-2	-1	0	1	1.7	101	6	-5
COc1cccc(NC(=O)CN(c2cccc(F)c2)S(C)(=O)=O)c1	0	2	-16	-1	9	-11	-9	0.1	101	4	-8
CC(=O)Nc1ccc(NC(=O)CSc2nnc(N)n2-c2ccccc2)cc1	.	4	4	2	.	2	.	-3.9	99	-3	-10
CC1(C)CC[C@]2(CO)CC[C@]3(C)C(=CCC4[C@@]5(C)CC[C@H](O)[C@@](C)(CO)C5CC[C@]43C)[C@@H]2C1 (stereo partly drawn)	-3	16	-14	.	-21	-2	21	0.0	102	3	-9
CCc1ccc(-c2cc(C)no2)cc1S(=O)(=O)N1CCN(c2cccc(C)c2C)CC1	9	-14	9	-17	59	8	-59	0.9	99	-15	-3
COCCn1c(SCc2cnc(-c3ccccc3)s2)nnc1-c1ccncc1	-23	19	9	1	18	2	-18	-1.3	98	-2	-1
Cc1nn(Cc2c(F)c(F)c(F)c(F)c2F)c(C)c1NC(=O)c1ccc(COc2ccccc2Cl)o1	10	-3	-3	0	43	-7	-43	1.3	97	-18	8
C/C(=N\NS(=O)(=O)c1ccc(C)cc1)c1ccc(C)o1	15	48	0	1	-11	7	11	0.2	102	1	-5
COC(=O)c1ccccc1NC(=O)CN1CCCCC1	-2	47	1	5	-20	0	20	-0.1	91	-3	-9
CCn1nc(C)cc1C(=O)N1CCCC(C(=O)c2ccc(Oc3ccccc3)cc2)C1 (stereo not drawn)	269	3	5	-4	2	-1	-2	-3.4	103	-6	9
NS(=O)(=O)c1ccc(CCNCC(=O)N2CCC(Cc3ccccc3)CC2)cc1	70	-5	6	-6	-31	3	31	0.3	105	3	1
COc1ccc(-c2ccc(SCC(=O)Nc3cccc(C(C)=O)c3)nn2)cc1OC	-16	51	-5	30	41	?	-41	-0.6	.	-14	-6

Random excerpt: 7 entries already listed.
SMILES	Mot1-301 SUMO	Arrestin-AP2 inh	PKA-R2B act	NSD2 HMT inh	SR-BI HDL uptake	MITF act	SR-BI uptake up	CDK5 inh	DSG3 Ab inh	dFosB act	PKA-R1A activ
COC(=O)c1ccccc1NC(=O)CN1CCCCC1	-2	47	1	5	-20	0	20	-0.1	91	-3	-9
C/C(=N\NS(=O)(=O)c1ccc(C)cc1)c1ccc(C)o1	15	48	0	1	-11	7	11	0.2	102	1	-5
CC(=O)Nc1ccc(NC(=O)CSc2nnc(N)n2-c2ccccc2)cc1	.	4	4	2	.	2	.	-3.9	99	-3	-10
CCc1ccc(-c2cc(C)no2)cc1S(=O)(=O)N1CCN(c2cccc(C)c2C)CC1	9	-14	9	-17	59	8	-59	0.9	99	-15	-3
COCCn1c(SCc2cnc(-c3ccccc3)s2)nnc1-c1ccncc1	-23	19	9	1	18	2	-18	-1.3	98	-2	-1
COc1cccc(NC(=O)CN(c2cccc(F)c2)S(C)(=O)=O)c1	0	2	-16	-1	9	-11	-9	0.1	101	4	-8
O=C(NNC(=O)c1ccco1)c1ccccc1	.	-3	-5	-4	27	17	-27	0.5	107	2	-1

Further entries follow.
SMILES	Mot1-301 SUMO	Arrestin-AP2 inh	PKA-R2B act	NSD2 HMT inh	SR-BI HDL uptake	MITF act	SR-BI uptake up	CDK5 inh	DSG3 Ab inh	dFosB act	PKA-R1A activ
O=C(CSc1ccccc1F)NCC1(N2CCCCC2)CCCCC1	27	-7	0	-16	-32	-3	32	-1.3	115	3	-2
COc1cccc(N2CCN(C(=O)/C=C/c3ccco3)CC2)c1	-28	1	11	2	51	-2	-51	0.1	98	-9	-10
O=S(=O)(c1ccccc1)N1CCN(S(=O)(=O)c2ccccc2)C1	3	20	1	-3	-8	-20	8	-0.7	104	4	-6
COc1cc(-c2nnc3sc(Cc4ccc(Cl)cc4)nn23)cc(OC)c1OC	537	-6	-4	1	.	11	.	-1.8	97	-6	-12
CCC(=O)NCc1ccc2[nH]c(C)cc2c1	-21	19	3	3	.	-5	.	1.1	107	-12	1
COc1cc(C(=O)N2CCN(Cc3ccccn3)CC2)cc(OC)c1OC	0	-5	-3	-1	-33	-2	33	-1.5	92	5	-2
CCn1c(SCC(=O)Nc2ccc(N3CCOCC3)cc2)nnc1-c1ccc(OC)cc1	13	-1	-2	-3	15	-1	-15	-5.5	94	-8	3
NCCOc1ccc(C23CC4CC(CC(C4)C2)C3)cc1	12	9	9	6	-11	-45	11	-2.0	103	-22	2
CCN(Cc1ccccc1)C(=O)c1cccc(S(=O)(=O)N2CCN(c3ccc(F)cc3)CC2)c1	16	14	-1	-3	-33	-13	33	0.6	105	-6	-2

Marked active in dFosB act, of those listed so far:
SMILES	Mot1-301 SUMO	Arrestin-AP2 inh	PKA-R2B act	NSD2 HMT inh	SR-BI HDL uptake	MITF act	SR-BI uptake up	CDK5 inh	DSG3 Ab inh	dFosB act	PKA-R1A activ
Cc1ccc(OCCCCCCN2CCNCC2)c(Br)c1	0	43	-3	12	22	.	-22	-3.2	104	23*	1
